# Pol kappa inh – blocks human DNA polymerase kappa activity; Q9UBT6; purified Pol kappa, fluorescent DNA synthesis assay, 10 min; Potency, µM (doses to about 107 µM), inactives show at the highest dose activity, negative = inhibition, actives largely listed as inhibitors; 400,000 compounds, 0.53% hits; also: potency is read from the fitted curve at half-maximal effect; % is scaled to controls: 0 for no effect and ±100 for the full control effect
#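 Pol kappa 10 nM + cpd, 15 min RT; start w/ substrate 50 nM final; fluorescence kinetic read, 0 and 10 min. Neg ctrl: buffer, no enzyme.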
# RGS4 inhibitor – human RGS4 inhibition; P49798; Transcreener GDP fluorescence polarization, RGS4-accelerated GTP hydrolysis; Potency, µM (titrated, usually from 114 µM), for inactives: top-dose activity change, negative = inhibition, most hits filed as inhibitors; 390,000 compounds, 0.039% hits; AID 504845; also: potency is read from the fitted curve at half-maximal effect; % is scaled to controls: 0 for no effect and ±100 for the full control effect; nearly all actives have a fitted effect of over 75% in size; some results filed as inactive show a strong effect at the top dose
#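 MLSMR compounds (23 nl, pin-transferred) preincubated 10 min at room temperature with a 500nM (2x) first reagent, then RGS4 at 900nM (2x) plus Transcreener GDP mix added; fluorescence polarization (620/688 nm) read before and after 90 min at 30 °C.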
# Pol beta inh – blocks human DNA polymerase beta activity. P06746. Pol beta primer extension/strand displacement, fluorescence kinetic. Potency, µM (series often up to 114 µM), for the others: at the highest dose activity change, negative = inhibition, actives largely listed as inhibitors. 340,000 compounds, 1.3% hits; also: potency is read from the fitted curve at half-maximal effect; % is scaled to controls: 0 for no effect and ±100 for the full control effect
#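 10 nM enzyme + cpd, 15 min RT; start with substrate 50 nM final; read 0 min and after 10 min RT. Corrected, normalized data; 4-parameter Hill curve fit.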
# ERG Ets-DNA blk – inhibitors of human ERG Ets domain-DNA interaction; P11308; fluorescence polarization, His-ERG Ets domain / labelled DNA; Potency, µM (titrated, usually from 76.9 µM), without a hit: at the highest dose FP activity, negative = inhibition, most hits filed as inhibitors; 370,000 compounds, 0.028% hits; active = well fitted inhibition curve with a large enough effect in the polarisation, with a control signal flat; inconclusive = small, poorly fitted or top-dose-only effect, or effect the other way, or a change in a side signal; inactive = no such curve, though single readings can be large or run the other way; the % refers to the polarisation;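 also: polarization taken with two DNA probes labelled with fluorescein and Texas red; potency is read from the fitted curve at half-maximal effect; % of control where 0% means no effect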
#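 His-tagged ERG Ets domain (1 uM in the protein solution; 300mM KCl, 50mM Tris-HCl, 1mM EDTA, 1mM DTT, pH 7.5) received compound, then a probe mix of 5 nM fluorescein-DNA and 100nM Texas-615-DNA. Fluorescence polarization was read for both dyes.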
# Anesthetic bind – binds horse apoferritin like a general anesthetic; Potency, µM (doses to about 77.5 µM), for inactives: at the highest dose activity change, negative = displacement, usual class: inhibitors; P02791; 350,000 compounds, 0.074% hits; apoferritin/1-aminoanthracene competitive binding, fluorescence; also: potency is read from the fitted curve at half-maximal effect; % is scaled to controls: 0 for no effect and ±100 for the full control effect; nearly all actives have a fitted effect of over 20% in size
#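 Horse-spleen apoferritin (10 uM) was mixed with 50% saturated 1-aminoanthracene in PBS, exposed to compounds for 10 min at room temperature, and read for fluorescence (ex 380 nm, em 535 nm). Competitive displacement was fitted with a four-parameter Hill equation.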
# LDHA inh – blocks human lactate dehydrogenase A; AID 1347041; 480,000 compounds, 0.15% hits; purified LDHA, NADH/diaphorase-resazurin fluorescence; hits give low values; P00338; activity change, % (values are at about 110 or 230 µM); in the data active = activity change below about -30%; inconclusive = mostly about -25% to -30%;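 also: plate controls were DMSO wells for no effect and wells without enzyme for full effect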
#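 Remaining NADH was detected by diaphorase (0.133 mg/mL) converting 37 µM resazurin to fluorescent resorufin, read at 0 and 20 minutes. The preceding 5-minute room-temperature reaction used 2 nM LDHA, 0.2 mM sodium pyruvate and 0.06 mM NADH at pH 7.4.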
# APE1 inh – blocks human APE1 abasic DNA cleavage; P27695; recombinant APE1, TAMRA/BHQ-2 abasic DNA cleavage fluorescence; Potency, µM (titrated, usually from 65.8 µM), inactives show at the highest dose activity change, negative = inhibition, hits mostly inhibitors; 350,000 compounds, 0.35% hits; AID 2517;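 also: potency is read from the fitted curve at half-maximal effect; plate controls were vehicle for no effect and reference inhibitor for full effect; nearly all actives have a fitted effect of over 55% in size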
# Target sequence (P27695 whole entry, looked up): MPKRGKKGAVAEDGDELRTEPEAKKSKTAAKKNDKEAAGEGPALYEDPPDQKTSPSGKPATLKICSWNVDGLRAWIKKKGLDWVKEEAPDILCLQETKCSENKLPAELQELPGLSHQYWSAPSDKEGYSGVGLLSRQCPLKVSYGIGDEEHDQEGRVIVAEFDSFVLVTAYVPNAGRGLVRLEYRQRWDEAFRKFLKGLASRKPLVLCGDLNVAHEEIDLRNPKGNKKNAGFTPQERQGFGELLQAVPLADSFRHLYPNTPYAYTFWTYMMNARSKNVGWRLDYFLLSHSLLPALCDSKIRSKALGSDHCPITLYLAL
#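 Compound pre-exposure to 0.75 nM APE1, 15 min at ambient temperature. Reaction initiated with 50 nM TAMRA/BHQ-2 THF substrate, read immediately in kinetic mode, 525 nm excitation, 598 nm emission.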
# ALOX12 inh – blocks human arachidonate 12S-lipoxygenase; 580,000 compounds, 1.1% hits; P18054; AID 1671190; purified 12hLO, xylenol orange hydroperoxide absorbance; Potency, µM (top dose mostly 108 µM), for inactives: top-dose activity change, negative = inhibition, actives largely listed as inhibitors; also: potency is read from the fitted curve at half-maximal effect; % is scaled to controls: 0 for no effect and ±100 for the full control effect
# Target sequence (P18054 whole entry, looked up): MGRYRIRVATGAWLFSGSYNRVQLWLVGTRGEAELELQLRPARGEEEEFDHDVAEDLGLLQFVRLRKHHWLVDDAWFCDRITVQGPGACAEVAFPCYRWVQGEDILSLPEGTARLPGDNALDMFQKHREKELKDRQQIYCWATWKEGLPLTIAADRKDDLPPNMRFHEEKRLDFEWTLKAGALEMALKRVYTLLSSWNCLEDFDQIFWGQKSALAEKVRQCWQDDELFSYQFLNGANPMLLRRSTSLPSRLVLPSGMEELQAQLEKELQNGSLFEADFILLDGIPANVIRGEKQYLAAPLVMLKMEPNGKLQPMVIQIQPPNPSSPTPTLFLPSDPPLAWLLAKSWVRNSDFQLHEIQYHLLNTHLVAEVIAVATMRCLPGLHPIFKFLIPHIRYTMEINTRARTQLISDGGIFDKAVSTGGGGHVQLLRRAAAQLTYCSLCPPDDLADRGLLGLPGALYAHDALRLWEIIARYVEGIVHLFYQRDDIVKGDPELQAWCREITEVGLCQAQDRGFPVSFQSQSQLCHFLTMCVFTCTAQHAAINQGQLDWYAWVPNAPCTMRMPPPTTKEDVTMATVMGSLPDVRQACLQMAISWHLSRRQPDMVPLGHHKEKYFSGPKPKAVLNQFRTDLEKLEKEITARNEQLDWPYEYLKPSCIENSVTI
#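 Hydroperoxide product was detected by ferrous iron/xylenol orange as the 573 to 405 nm absorbance ratio. Arachidonic acid at 40 uM (final) was turned over for 30 min at room temperature by 150 nM human 12hLO, pH 7.0 Hepes buffer, after 15 min compound preincubation.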
# POLH inh – blocks human DNA polymerase eta activity | Q9Y253 | recombinant Pol eta, fluorescent DNA replication assay | Potency, µM (top dose mostly 114 µM), inactives show at the top dose activity change, negative = inhibition, actives largely listed as inhibitors | 390,000 compounds, 1.2% hits; also: potency is read from the fitted curve at half-maximal effect; % is scaled to controls: 0 for no effect and ±100 for the full control effect
#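 Fluorescent replication assay: 50 nM final substrate added after a 15 min room-temperature compound preincubation with 10 nM enzyme. Signal taken at 0 min and again at 10 min.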
# Active calls of the source: *; ? = inconclusive; · = no result given; [ ] = remark or other dose. Unless noted, calls follow the shape of the dose curve; as a rule, active = well fitted curve in the direction sought with a large enough effect; inconclusive = small, poorly fitted or top-dose-only effect, or another doubt; inactive = no such curve, though single readings can be large; an effect the other way counts as inactive or inconclusive. A portion of the library, so the mix of outcomes need not match the whole.
Compound	APE1 inh	Anesthetic bind	POLH inh	Pol kappa inh	RGS4 inhibitor	Pol beta inh	ERG Ets-DNA blk	ALOX12 inh	LDHA inh
CC1CCCC(C)N1C(=O)/C=C/c1ccc(S(=O)(=O)N2CCOCC2)cc1 (centres undefined)	-17.8%	·	-11.6%	-12.4%	-2.5%	·	-1.8%	3.5%	-3.6
CC1=C/C(=N\S(=O)(=O)c2ccccc2)C(C(C)C)=CC1=O	-4.7%	-11.4%	6.9%	-11.1%	5.5%	3.7%	4.9%	0.2%	-3.4
C=CCCCCCCCCCCCC(O)CC(O)COC(C)=O (centres undefined)	0.1%	-20.8%	·	?	·	·	·	4.4%	·
CC(=O)NC(Cc1ccccc1)C(=O)N1CCN(C(=O)c2cccs2)CC1 (centres undefined)	-0.7%	-6.2%	-4.9%	-4.5%	16.0%	7.6%	13.2%	-2.8%	-7.2
O=C(Nc1cccc(F)c1)c1ccc(-c2ccccc2C(F)(F)F)o1	?	?	·	·	·	?	·	?	·
COc1ccc(C(=O)Nc2ccc3ncccc3c2)cc1	8.4%	0.0%	7.9%	-4.0%	21.6%	16.9%	8.1%	31.1%[activator]	-3.1
O=c1cc(CO)occ1OCc1c(F)cccc1Cl	-1.8%	-8.9%	8.6%	-23.5%	16.6%	-18.9%	-10.7%	12.2%	-1.7
O=C(Nc1nc2ccccc2c(=O)s1)c1ccc(F)cc1Cl	-3.0%	33.4%	-12.8%	-16.8%	-15.6%	2.4%	-3.8%	67.9%[activator]	-2.4
CCOc1cccc(N2C(=O)CC(N3CCN(c4ccc(S(=O)(=O)CC)cc4)CC3)C2=O)c1 (centres undefined)	11.5%	-2.6%	-9.9%	-9.4%	-12.5%	2.8%	-6.1%	2.1%	-8.9
O=C(CCCCn1c(=O)c2ccccc2n(Cc2ccc(F)cc2Cl)c1=O)NCCc1ccc(Cl)cc1	·	-14.4%	-9.5%	9.7%	-2.2%	4.9%	-0.4%	-12.0%	1.7
CCn1c2ccccc2c2cc(/C(C)=N/O)ccc21	-6.1%	-18.0%	-22.0%	-5.8%	19.3%	5.2%	2.2%	?	3.7
c1ccc(CCN2CN(CCCN3CCOCC3)c3nc4ccccc4n3C2)cc1	-6.0%	-8.9%	-18.4%	-4.1%	-3.3%	32.5%	-8.6%	11.1%	-8.8
CC(CCc1ccccc1)NC(=O)CCC1CCCC1 (centres undefined)	·	·	-10.1%	15.3%	-3.4%	·	10.1%	?	1.0
CC(C)(C)c1ccc(O)c(/C=N\O)c1	2.8%	?	-19.7%	-10.3%	13.8%	1.0%	-0.6%	0.0%	-7.5
CCC1(CC)Cc2ccccc2C(Nc2c(C)n(C)n(-c3ccccc3)c2=O)=N1	-2.8%	-6.6%	-16.0%	-9.0%	2.7%	13.6%	2.9%	489.6%[activator]	-5.3
CSC(=S)N/N=C(\C)c1ccccc1	-1.2%	?	-18.8%	1.8%[60.1 µM]	-30.9%	-1.6%	11.7%	-18.0%	0.5
Cn1c(=O)c(Oc2cc(Cl)cc(Cl)c2)nc2ccccc21	-4.0%	1.4%	1.8%	-8.2%	0.5%	-9.2%	-2.3%	0.0%	-4.2
Cc1ccc(C)c(NS(=O)(=O)c2ccc(-c3cnc(C4CC4)o3)cc2)c1	-3.8%	-15.9%	-13.1%	-7.8%	-7.2%	?	14.2%	-12.5%	1.3
Cc1ncc([N+](=O)[O-])n1CC(=O)Nc1ccc2c(c1)OCO2	2.5%	-2.6%	-2.1%	-6.7%	7.4%	17.8%	8.5%	-6.7%	-4.3
CN1CCN(Cc2nnc(-c3ccccc3)o2)CC1	1.1%	-10.6%	-0.6%	-3.5%	-24.1%	-1.0%	3.6%	1.1%	1.0
CC(=O)C1(C)N(O)C(C)(C)C(c2cccs2)=[N+]1[O-] (centres undefined)	1.3%	-16.6%	-10.5%	-7.1%	-11.5%	-22.3%	-6.1%	0.4%	-5.5
OC(COCc1ccc2c(c1)OCO2)CN1CCN(Cc2ccccc2)CC1 (centres undefined)	3.9%	-15.2%	-12.4%	0.8%	-7.1%	6.0%	-0.5%	?	2.3
Cc1ccc(SCC(=O)OCC(=O)N(CC(C)C)C2CCS(=O)(=O)C2)cc1C (centres undefined)	-14.5%	·	-9.9%	-9.6%	-41.4%	·	-17.6%	1.8%	-1.3
CC1=C(C(=O)OCCOc2ccccc2)C(c2ccsc2)NC(=O)N1C (centres undefined)	-0.1%	-21.3%	-19.7%	-10.6%	-11.4%	-29.4%	-16.4%	-8.0%	-4.5
COc1ccccc1CNC(=O)COC(=O)CNS(=O)(=O)c1ccc(C)cc1	21.9%	-16.0%	-14.7%	-6.3%	9.8%	2.7%	14.3%	-25.7%	-4.7

# Part of the list above in a different format:
# Second line of a record: APE1 inh | Anesthetic bind | POLH inh | Pol kappa inh | RGS4 inhibitor | Pol beta inh | ERG Ets-DNA blk | ALOX12 inh | LDHA inh
> CC(C)(C)c1ccc(O)c(/C=N\O)c1
    2.8% | ? | -19.7% | -10.3% | 13.8% | 1.0% | -0.6% | 0.0% | -7.5
> Cc1ccc(SCC(=O)OCC(=O)N(CC(C)C)C2CCS(=O)(=O)C2)cc1C (centres undefined)
    -14.5% | · | -9.9% | -9.6% | -41.4% | · | -17.6% | 1.8% | -1.3

# Additional structures
Compound	APE1 inh	Anesthetic bind	POLH inh	Pol kappa inh	RGS4 inhibitor	Pol beta inh	ERG Ets-DNA blk	ALOX12 inh	LDHA inh
COc1ccc(C(c2nnnn2Cc2ccccc2)N2CCN(c3nc4ccccc4s3)CC2)cc1 (centres undefined)	-4.5%	2.7%	-16.2%	-15.7%	-20.0%	7.4%	7.0%	0.0%	-1.8
CCc1nc2ccc(C(=O)N(C)CC(=O)Nc3ccccc3C(F)(F)F)cc2nc1CC	23.0%	·	-11.7%	-11.6%	7.8%	·	-0.8%	-15.8%	-7.2
Cn1ccnc1SCC(=O)c1ccc2ccccc2c1	-2.8%	-16.4%	-2.0%	-8.8%	-2.1%	-1.7%	-3.0%	-5.5%	-9.2
C[C@H](CO)N1C[C@H](C)[C@@H](CN(C)C(=O)Nc2ccc(C(F)(F)F)cc2)Oc2c(NC(=O)Nc3ccccc3)cccc2C1=O	-34.9%	·	-26.6%	-3.5%	-9.1%	·	-0.7%	-7.2%	3.2
COc1ccc(N2CCN(C(=O)c3cc(N4C(=O)C5C6CCC(C6)C5C4=O)ccc3Cl)CC2)cc1 (centres undefined)	1.2%	4.6%	-18.3%	-14.9%	-22.8%	-17.6%	·	-17.5%	2.0
CCc1ccc(NC(=O)COC(=O)CCc2nc3cc(S(=O)(=O)N(CC)CC)ccc3n2C)cc1	11.3%	?	-22.5%	-18.6%	2.7%	-16.4%	14.0%	-21.6%	-3.6
CC1(c2nnc(-c3ccc(Cl)cc3)o2)CC(c2cccc(Cl)c2)=NO1 (centres undefined)	5.2%	2.0%	-16.1%	-7.1%	21.0%	-16.7%	14.1%	-1.1%	-8.6
CC(=O)NC(CC(=O)OCC(=O)N1CCc2ccccc21)c1ccccc1 (centres undefined)	-6.5%	-8.6%	-7.7%	-0.6%	10.0%	38.6%[activator]	-3.0%	36.7%[activator]	-6.1
COc1ccc(Cl)cc1N1C(=NC(=O)C2CCCO2)SC2CS(=O)(=O)CC21 (centres undefined)	29.3%	-4.5%	-14.3%	1.6%	-10.6%	-0.6%	7.5%	6.2%	-1.3
C=CCc1cccc2cc(C(=O)OCC)c(=O)oc12	5.4%	2.7%	0.7%	-7.6%	-9.1%	22.2%	3.1%	-18.7%	-4.6
Cc1ccc(Cc2nc3ccccc3nc2SCC(=O)N2CCN(c3ccccc3)CC2)cc1	·	864.1%[activator]	-5.8%	-9.2%[60.1 µM]	6.0%	-2.9%	4.3%	0.6%	-3.3
O=C(Nc1ccccc1F)C1CCN(C(=O)NCc2ccccc2)CC1	15.7%	-0.3%	-8.5%	-18.3%	18.9%	20.6%	6.9%	?	-1.6
Cc1cccn2c(=O)c(C=NCCO)c(Nc3ccc(Cl)cc3)nc12	-0.6%	-4.1%	·	·	·	14.1%	·	-10.3%	·
CCCCOC(=O)c1ccc(NC(=O)c2cc(Cl)c(Cl)cc2C(=O)O)cc1	13.9%	?	-7.3%	-7.8%	-9.9%	-3.8%	3.9%	-22.5%	-5.7
O=C(Nc1ccccc1C(=O)NCc1ccco1)c1ccccc1	-0.9%	1.3%	-17.9%	-2.1%	-45.6%	-28.7%	8.7%	0.0%	-2.4
CC(C(=O)NC1CCCC1)N1CCN(S(=O)(=O)c2ccccc2Cl)CC1 (centres undefined)	36.1%	·	-4.3%	3.7%	16.9%	·	5.0%	-54.9%	-8.5
Cc1ccccc1N=Cc1cccc(O)c1O	?	-7.6%	?	10µM*	-111.8%	3.55µM*	-4.1%	·	32.4
CC(=O)OC(COc1ccccc1)Cn1cnc2ccccc21 (centres undefined)	0.5%	-7.8%	5.2%	-6.3%	5.3%	?	2.7%	11.3%	0.9
Fc1ccc(OCCCCN2CCOCC2)cc1	6.2%	-4.9%	-14.3%	0.0%	-25.5%	17.7%	-1.6%	-6.2%	-6.4
Cc1ccc(NS(=O)(=O)c2cc(C(=O)N3CCc4ccccc4C3)ccc2Cl)cc1	-4.1%	-19.3%	-11.3%	-5.2%	-11.8%	23.2%	·	0.3%	1.1

# Screens: PubChem, National Center for Advancing Translational Sciences (NCATS)
